RAD52 anneal inh – RAD52 DNA annealing inhibitors, primary screen, biochemical, FRET, single point, set 2. DNA repair protein RAD52 homolog (Homo sapiens), P43351. recombinant RAD52 DNA annealing, FRET fluorescence. inhibition, % at 18.7 µM. actives 0.46% (n = 360,000). AID 651710, 2012;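 active = every replicate showing at least 50% inhibition; inconclusive = mean inhibition at least 50% but not in every replicate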
CASP6 VEID inh – human caspase-6 inhibitors, primary screen, biochemical, VEID-R110 fluorescence, single point, set 2; P55212; purified caspase-6, Z-VEID-R110 cleavage fluorescence; inhibition, % at 12.5 µM; actives 0.53% (n = 350,000);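 active = mean inhibition across replicates at least about 35%, with every replicate also reaching that limit, limit read from the data; inconclusive = only one of the two criteria met; inactive = neither criterion met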;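 also: 0% = median of neutral control wells and 100% = no fluorescence left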
PglD inh – C. jejuni PglD acetyltransferase inhibitors, primary screen, biochemical, DTNB colorimetric, single point; UDP-N-acetylbacillosamine N-acetyltransferase PglD (Campylobacter jejuni); purified PglD enzyme, DTNB colorimetric CoA detection; inhibition, % at 12.5 µM; actives 0.098% (n = 360,000); in the data active = inhibition above about 16%, passing the limit was not always enough; inconclusive = no clear call, values can overlap the other calls; also: strong numbers were not always called active
ARNT-TACC3 inh – disruptors of ARNT/TACC3 protein interaction, primary screen, biochemical, AlphaScreen, single concentration. actives 0.66% (n = 390,000). AID 623870, 2012. AlphaScreen His-ARNT PAS-B/GST-TACC3 binding, luminescence; TACC3 fragment carries E629A point mutation. Transforming acidic coiled-coil-containing protein 3 (Homo sapiens), Q9Y6A5. inhibition, % at 9.99 µM;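 active = mean inhibition of replicates at least 50% and at least half of replicates each reaching 50%; inconclusive = half or more replicates reach 50% but mean below 50%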;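 also: 0% = complete ARNT plus TACC3 wells and 100% = ARNT alone without TACC3; many hits fall short of the cut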
ERp5 inh – inhibitors of ERp5-driven insulin aggregation, primary screen, biochemical, turbidity, absorbance 650 nm, single point | 90 min | AID 651711, 2012 | Protein disulfide-isomerase A6 (Homo sapiens), Q15084 | inhibition, % at 9.99 µM | actives 0.05% (n = 350,000);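 active = mean replicate inhibition above about 25%, with every replicate also reaching it, limit read from the data, passing the limit was not always enough; inconclusive = only one of those two criteria met; inactive = neither criterion met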
Target sequence (Q15084 whole entry, looked up): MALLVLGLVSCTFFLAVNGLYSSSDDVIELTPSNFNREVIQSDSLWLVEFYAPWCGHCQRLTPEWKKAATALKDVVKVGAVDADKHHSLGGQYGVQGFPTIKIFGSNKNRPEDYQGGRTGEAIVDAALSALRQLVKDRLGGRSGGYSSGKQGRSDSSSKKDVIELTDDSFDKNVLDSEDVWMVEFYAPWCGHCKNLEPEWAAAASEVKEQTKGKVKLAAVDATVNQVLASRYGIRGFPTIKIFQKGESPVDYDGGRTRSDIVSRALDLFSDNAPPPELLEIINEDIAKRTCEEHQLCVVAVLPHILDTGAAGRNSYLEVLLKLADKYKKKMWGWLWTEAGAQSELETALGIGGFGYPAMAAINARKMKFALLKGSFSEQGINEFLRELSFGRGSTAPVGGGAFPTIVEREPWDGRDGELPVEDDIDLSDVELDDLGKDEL
RAD54 branch – inhibitors of human RAD54 branch migration, primary screen, biochemical, fluorescence, single point | RAD54 Holliday junction branch migration, FAM/BHQ fluorescence | actives 0.14% (n = 360,000) | AID 602329, 2012 | inhibition, % at 10.4 µM;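 active = mean normalized replicate activity at least 40 and at least half of replicates scoring 40 or more; inconclusive = only one of the two criteria met; inactive = mean below 40 and under half of replicates reaching 40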;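 also: 0% = median of neutral control wells and 100% = median of positive control wells; inhibitors cause a drop in the FAM fluorescence signal; in these data hits start at about 50%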
E-selectin induc – E-selectin induction in HUVECs, primary screen, imaging, HUVEC, immunofluorescence imaging, single point; normalized: neutral wells 0, TNF-alpha wells 100; P16581; AID 686992, 2013; actives 0.37% (n = 260,000); activation, % at 7.58 µM;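 active = mean E-selectin-positive cell signal at least 10% of the positive control, reached in at least 60% of replicates, without over 20% cell loss; inconclusive = no rule given, readout overlaps actives, possibly toxicity-flagged; inactive = the rest, including those meeting only one limit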;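 also: in these data hits start at about 27%; measured in HUVEC primary endothelial cells; signal is the percent of cells scored E-selectin positive by PE staining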
Target sequence (P16581 whole entry, looked up): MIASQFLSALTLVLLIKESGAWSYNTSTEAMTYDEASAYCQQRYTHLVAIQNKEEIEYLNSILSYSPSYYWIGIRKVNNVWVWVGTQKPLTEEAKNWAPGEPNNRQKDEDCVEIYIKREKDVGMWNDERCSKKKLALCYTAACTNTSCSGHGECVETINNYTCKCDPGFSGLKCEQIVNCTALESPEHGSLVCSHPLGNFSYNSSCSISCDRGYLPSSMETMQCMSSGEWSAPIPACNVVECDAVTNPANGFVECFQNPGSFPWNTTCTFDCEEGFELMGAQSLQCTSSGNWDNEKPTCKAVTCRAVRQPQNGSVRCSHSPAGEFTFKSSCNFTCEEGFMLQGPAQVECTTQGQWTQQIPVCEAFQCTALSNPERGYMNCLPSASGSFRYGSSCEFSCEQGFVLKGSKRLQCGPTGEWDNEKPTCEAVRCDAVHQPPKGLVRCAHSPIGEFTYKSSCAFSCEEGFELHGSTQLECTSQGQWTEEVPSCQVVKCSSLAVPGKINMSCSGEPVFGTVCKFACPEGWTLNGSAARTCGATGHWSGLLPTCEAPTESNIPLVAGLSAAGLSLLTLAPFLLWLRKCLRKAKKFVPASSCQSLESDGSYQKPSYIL
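Test system: HUVEC | Signal: Immunofluorescence imaging | Read-out: Percent E-selectin-positive cells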
esBAF inh – Bmi1 luciferase reporter increase in mESCs, primary screen, esBAF inhibitor project, mouse ES cells, Bmi1 luciferase knock-in, single point | 24 h; 100% = twice the neutral-well signal | reporter increase, % at 12.5 µM | actives 2% (n = 350,000) | AID 602393, 2012; in the data active = activation above about 40%; inconclusive = no clear call, values can overlap the other calls;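 also: 0% = median of the plate's neutral control wells and 100% = double that signal; a rise in the Bmi1 reporter signal indicates esBAF inhibition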
* marks the source's active call; other numbers are inactive results; u = inconclusive; x = not tested or not shown.

SMILES	RAD52 anneal inh	CASP6 VEID inh	PglD inh	ARNT-TACC3 inh	ERp5 inh	RAD54 branch	E-selectin induc	esBAF inh
CCOC(=O)C(NC(=O)CC(C)C)(Nc1cc(C)on1)C(F)(F)F (centres undefined)	x	x	6.8	-4.5	x	-5.8	x	-5.4
CCOc1ccccc1OCCCC(=O)NNC(=O)c1nn(C)c(=O)c2ccccc12	-5.5	2.9	-2.1	-8.0	3.1	-0.2	0.0	2.6
CCc1nnc(NS(=O)(=O)c2ccc(NC(=O)/C=C/c3ccc(OC)cc3OC)cc2)s1	-46.3	27.5	x	8.1	-2.2	-10.1	x	1.5
COc1cc(OC)cc(C(=O)Nc2cccc(-c3ccc(N4CCOCC4)nn3)c2)c1	-20.6	-0.4	-8.7	x	0.6	-1.0	x	33.2
CC(C)c1nc2sc3c(c2c(=O)n1N)CC(C)(C)OC3	-20.0	0.7	x	-9.7	-3.3	x	-0.7	x
O=C(/C=C(\Nc1ccc(Br)c(F)c1)c1ccccc1)c1ccccc1	-5.8	-0.9	x	x	0.0	x	0.0	x
CCOC(=O)c1c(O)cc(C)[nH]c1=O	-14.3	-1.1	-3.3	-1.1	-4.2	2.6	-0.9	0.1
CC1(C)S[C@@H]2[C@H](NC(=O)[C@H](N)c3ccc(O)cc3)C(=O)N2[C@H]1C(=O)O	-8.3	0.9	-4.5	3.3	2.0	-17.8	0.2	3.1
CCC(=O)Nc1nc(-c2ccccc2)ns1	x	x	1.4	-7.0	x	-0.4	x	43.3*
COc1cccc(-c2nc3n(n2)CCc2ccccc2-3)c1	-5.6	2.1	3.2	x	2.4	-9.4	0.8	35.5
CC(C)NC(=O)N(C)C[C@H]1Oc2ccc(NC(=O)Nc3ccccc3)cc2CC(=O)N([C@@H](C)CO)C[C@@H]1C	3.9	2.5	-2.5	-2.8	1.7	-15.2	x	-3.1
O=C(C[C@@H]1C[C@@H]2c3cc(NC(=O)C4CCC4)ccc3O[C@@H]2[C@H](CO)O1)NCc1ccc(-c2ccccc2)cc1	-12.1	-0.8	1.0	-9.0	-1.2	-5.0	-0.3	4.9
Cc1ccccc1N=Nc1c(C)[nH]n(C(N)=S)c1=O	-23.7	-4.4	-1.8	-3.6	4.6	4.9	x	12.2
CC(C)(C)c1ccc(C(=O)NCc2nnc(SCC(=O)NC3CCCCC3)o2)cc1	-17.5	-1.2	5.3	-3.6	3.8	-2.4	-0.1	x
COC(=O)c1cc(S(=O)(=O)N2CCN(c3cccc(OC)c3)CC2)cn1C	-10.7	1.6	-1.8	0.9	-9.7	1.9	x	-6.1
O=C(C[C@H]1CC[C@@H](NC(=O)c2cccc(F)c2)[C@@H](CO)O1)Nc1nccs1	-4.0	0.9	0.7	17.0	1.2	-5.3	0.8	-0.8
CC(C)NC(=O)N1Cc2cc(C(=O)NC3CCC3)nc(-c3cccc(-c4cccnc4)c3)c2[C@H]1CCO	-9.7	1.2	x	x	6.2	x	-0.1	x
CC1CCc2c(sc3ncnc(SCC(=O)N(C)C4CCS(=O)(=O)C4)c23)C1 (centres undefined)	-10.8	-1.3	1.3	x	4.8	5.3	-2.6	4.1
CCOc1ccc(NC(=O)COC(=O)c2ccc3c(c2)OCO3)cc1	1.6	0.9	2.8	2.3	-2.5	1.5	x	-2.4
COc1cc(/C=C/C(=O)OCC(=O)NNC(=O)c2cc(Cl)ccc2OC)ccc1O	-8.6	4.7	-1.6	x	2.6	-4.8	x	-0.3
COc1ccc(C(=O)N2CCN(S(=O)(=O)c3ccc4c(c3)OCCO4)CC2)cc1OC	-19.5	-1.4	x	x	-4.7	-4.8	x	-4.3
Cc1cccc(-n2c(Cc3ccccc3)nnc2SCc2ccc([N+](=O)[O-])cc2)c1	x	x	1.9	-2.4	x	-0.8	1.7	x
O=C(NN1C(=O)c2ccccc2NC1c1ccccn1)c1ccc(Br)cc1 (centres undefined)	x	x	-2.0	0.3	x	8.4	x	2.4
O=C1CN(C(=O)COC(=O)C2CCN(S(=O)(=O)c3ccccc3C(F)(F)F)CC2)c2ccccc2N1	x	x	2.6	1.5	x	-5.4	x	-0.4
COc1ccccc1C(=O)NC(=O)CSc1ccc(C)c(C)c1	-9.1	-1.0	x	-3.9	-1.7	x	0.8	x
O=C1Nc2ccccc2O/C1=C\c1c(F)cccc1Cl	-2.3	-5.3	-6.3	-3.3	-0.9	-5.1	0.1	-4.5
CCOc1ccc(S(=O)(=O)N2CCC(C(=O)NCc3ccccn3)CC2)cc1	-5.1	-1.8	-0.1	-1.6	-2.9	-2.1	x	-1.6
CCCC(=O)N1CCc2cc(-c3nc(N)sc3C)ccc21	x	x	2.6	0.2	x	-0.5	x	u
Cc1cccc(-n2c(O)c(C=NCc3ccccn3)c3ccccc3c2=O)c1	-9.3	4.8	x	1.5	1.1	x	x	-4.4
O=C(CCc1ccccc1Cl)Nc1ccc(S(=O)(=O)Nc2nccs2)cc1	-36.4	1.6	-0.6	0.8	-2.8	-10.7	0.2	1.2
CC(=O)Nc1ccc2nc(NC(=O)COc3ccccc3C)sc2c1	-0.4	3.8	-4.6	-3.7	-2.6	5.0	0.0	22.3
Cc1c(Cl)cccc1NC(=S)N(C)CCC#N	-17.1	0.7	x	-10.6	-3.2	x	x	x
CCOC(=O)C1CCCN(C(=O)c2cccc3ccccc23)CC1 (centres undefined)	-29.8	-0.5	-9.7	x	3.7	-2.0	-0.1	-4.0
CCC(C(=O)O)n1c(C(F)(F)F)nc2ccccc21 (centres undefined)	x	x	-2.8	-8.9	x	-1.1	x	15.8
COCCSc1nnc(NC(=O)Cc2cccs2)s1	7.6	8.0	1.3	x	-1.3	15.1	x	2.6
COc1ccc([N+](=O)[O-])cc1NS(=O)(=O)c1cc(C(=O)NCc2cccnc2)ccc1Cl	-18.4	4.8	-2.3	-4.4	2.3	-9.5	0.6	-7.1
Cc1ccc(C(=O)NC2CCN(Cc3ccccc3)CC2)cc1S(=O)(=O)N1CCOCC1	-7.2	-1.6	0.8	0.4	-0.4	-6.4	-0.1	0.4
Cc1ccccc1OCc1nnc(SCC(=O)O)n1Cc1ccccc1	-22.7	-2.1	x	3.4	-1.3	x	-0.5	-5.3
Cc1cnc(C(=O)OCC(=O)N2CCc3ccccc3C2)cn1	x	x	-1.7	12.2	x	10.4	x	-10.8
Cn1c(=O)c2c(SCC(N)=O)nc(CC(C)(C)C)nc2n(C)c1=O	-9.0	-2.9	5.7	x	0.6	-7.1	-0.4	-2.4
COc1ccc(-n2c(=O)c3ccccc3n(CC(=O)Nc3cc(C)on3)c2=O)cc1OC	x	x	5.0	-7.1	x	8.3	x	-0.8
O=S(=O)(Cc1ccccc1)N1CCCCN2[C@H](CO)[C@H](c3ccc(-c4cccnc4)cc3)[C@@H]2C1	-6.6	1.5	1.7	3.4	-3.8	2.1	-0.2	-1.6
Nc1cc(=O)[nH]c(=S)n1-c1ccccc1	x	x	-3.1	32.6	x	-7.2	x	-8.4
COc1ccccc1-c1cn(CC[C@H]2CC[C@H](NC(=O)C3CCCC3)[C@@H](CO)O2)nn1	-17.0	-3.9	x	x	-9.9	x	-0.2	x
CN(CC(=O)Nc1ccccc1Br)C(=O)CNC(=O)Cc1cccc2ccccc12	-7.0	7.8	-2.3	11.1	0.2	-3.4	x	-5.9
CCOC(=O)C1=C(C)OC(N)=C(C#N)C1c1cc(OC)c2c(c1)OCO2 (centres undefined)	x	x	-3.8	-5.8	x	12.8	x	2.0
CCc1ccc(NC(=O)c2ccnc(C(C)(C)C)c2)cc1	x	x	-2.2	-1.9	x	-12.6	x	-4.5
COc1ccccc1C#Cc1ccc([C@@H]2[C@@H](C#N)N(C(=O)C3CCCCC3)[C@H]2CO)cc1	-25.5	-0.6	-1.2	18.1	-2.7	-24.9	x	34.1
COc1ccc(C2=NOC(C)(c3nnc(-c4ccc(F)cc4)o3)C2)cc1 (centres undefined)	x	x	-3.8	12.9	x	-9.5	0.0	6.5
Cc1ccc(Cl)cc1NC(=O)Nc1cccs1	-21.0	1.6	x	-0.9	-3.8	x	0.3	x
COC(=O)Nc1ccc(S(=O)(=O)N2CCN(CCN3C(=O)C4C5C=CC(C5)C4C3=O)CC2)cc1 (centres undefined)	x	x	-6.6	-4.0	x	-9.2	x	0.1
C/C=C/c1ccc([C@H]2[C@@H](CN(C)S(C)(=O)=O)N(C(C)=O)[C@H]2CO)cc1	-17.0	-0.4	2.5	-8.8	0.0	1.9	0.2	-0.3
COc1ccc(/C=C(/NC(=O)c2ccc(OC)c(OC)c2)C(=O)NCCCn2ccnc2)cc1	0.0	-1.6	3.2	1.1	6.0	-0.6	-0.1	-2.5
CC(C)NC(=O)Nc1ccc2c(c1)CC(=O)N([C@H](C)CO)C[C@H](C)[C@@H](CN(C)Cc1ccccc1)O2	-6.2	-2.6	0.1	-0.5	2.8	12.1	0.0	-3.3
COc1cc(-c2cnc3c(NC=O)cc(-c4ccccc4Cl)cn23)cc(OC)c1OC	-9.7	-0.3	10.7	x	-7.9	-4.0	0.0	-29.1
O=C(C[C@@H]1C[C@H]2c3cc(NC(=O)Nc4ccccc4)ccc3O[C@H]2[C@H](CO)O1)NC1CCCC1	-1.2	4.7	1.6	4.6	-5.3	2.8	-0.2	25.4
COCCn1c(CCC(=O)O)ccc1-c1cccs1	-17.5	5.6	x	-11.7	-5.7	x	x	x
CC(C)c1ccc(Nc2nnc(SCC(=O)Nc3ncc(S(=O)(=O)c4ccc([N+](=O)[O-])cc4)s3)s2)cc1	-4.2	-0.9	x	2.5	-7.0	x	1.3	x
Cc1cccc(-c2ncc(CN3CCN(C4CCCC4)C(CCO)C3)cn2)c1 (centres undefined)	-15.1	1.1	x	-0.9	2.5	x	x	-7.7
Cc1ccc(C)c(NC(=O)c2ccc3c(c2)N(Cc2ccc(F)cc2)C(=O)CS3=O)c1 (centres undefined)	-14.0	-0.4	-6.3	-5.5	-6.6	-4.1	0.1	-1.2
C[C@H]1CN([C@@H](C)CO)C(=O)c2cccc(NS(=O)(=O)c3cccs3)c2O[C@H]1CN(C)Cc1ccncc1	-45.4	-2.3	2.7	-12.3	4.9	4.4	-1.5	-4.1

Given as labelled records: part of the list above
mol: CCOC(=O)C1CCCN(C(=O)c2cccc3ccccc23)CC1 (centres undefined)
  RAD52 anneal inh: -29.8	CASP6 VEID inh: -0.5	PglD inh: -9.7	ARNT-TACC3 inh: x	ERp5 inh: 3.7	RAD54 branch: -2.0	E-selectin induc: -0.1	esBAF inh: -4.0

mol: CCC(C(=O)O)n1c(C(F)(F)F)nc2ccccc21 (centres undefined)
  RAD52 anneal inh: x	CASP6 VEID inh: x	PglD inh: -2.8	ARNT-TACC3 inh: -8.9	ERp5 inh: x	RAD54 branch: -1.1	E-selectin induc: x	esBAF inh: 15.8

mol: COCCSc1nnc(NC(=O)Cc2cccs2)s1
  RAD52 anneal inh: 7.6	CASP6 VEID inh: 8.0	PglD inh: 1.3	ARNT-TACC3 inh: x	ERp5 inh: -1.3	RAD54 branch: 15.1	E-selectin induc: x	esBAF inh: 2.6

mol: COc1ccc([N+](=O)[O-])cc1NS(=O)(=O)c1cc(C(=O)NCc2cccnc2)ccc1Cl
  RAD52 anneal inh: -18.4	CASP6 VEID inh: 4.8	PglD inh: -2.3	ARNT-TACC3 inh: -4.4	ERp5 inh: 2.3	RAD54 branch: -9.5	E-selectin induc: 0.6	esBAF inh: -7.1

From PubChem BioAssay
